ABCB6 inh MLPCN – blocks the human ABCB6 transporter; Q9NP58; K562-ABCB6 porphyrin accumulation, flow cytometry, 1 h; hits give low values; fluorescence ratio to DMSO, % at 10 µM; actives 0.19% (n = 360,000); AID 602162;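 active = fluorescence ratio to DMSO below 75%, the collection mean minus 3 SD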;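 also: signal is porphyrin accumulated inside mitochondria; 100% equals median channel fluorescence of DMSO control wells; lower ratio means ABCB6 inhibition with less porphyrin fluorescence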
CaV13 ICDI inh – Primary screen for inhibitors of IQ motif and Ca2+-dependent inactivation inhibitor domain binding in CACNA1D, Förster resonance energy transfer in living cells, …. HEK cells, CFP/YFP FRET ICDI-IQ, plate reader, 10 min; percent FRET-ratio fall versus neutral wells. inhibition, % at 12.3 µM. actives 0.098% (n = 340,000). AID 743397;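 active = mean replicate inhibition of at least 30% and at least 1% of replicates passing that level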;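 also: 0% = median of the neutral control wells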
Glyco luc inh – blocks N-linked glycosylation in D54 reporter cells; D54 ERlucT glycosylation luciferase reporter, 24 h; percent of 100 nM tunicamycin response; actives 0.23% (n = 360,000); reporter increase, % at 12.5 µM;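 active = mean luciferase reporter signal, scaled so untreated is 0 and the glycosylation-blocking control 100, at or above a set limit in every replicate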;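 also: luciferase carries N-glycosylation sites so blocking glycosylation raises the light; 0% = median of neutral control wells and 100% = median of 100 nM tunicamycin wells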
MC4R ag barr – activates human MC4R beta-arrestin recruitment | P32245 | activation, % at 8.9 µM | actives 0.98% (n = 360,000) | AID 540308 | U2OS MC4R beta-arrestin complementation, luminescence; percent of melanotan II response, DMSO zero;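 active = activation above a per-plate cutoff, the mean activation of sample wells on that plate plus 3 SD, cut at about 8% in these data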
Target sequence (P32245 whole entry, looked up): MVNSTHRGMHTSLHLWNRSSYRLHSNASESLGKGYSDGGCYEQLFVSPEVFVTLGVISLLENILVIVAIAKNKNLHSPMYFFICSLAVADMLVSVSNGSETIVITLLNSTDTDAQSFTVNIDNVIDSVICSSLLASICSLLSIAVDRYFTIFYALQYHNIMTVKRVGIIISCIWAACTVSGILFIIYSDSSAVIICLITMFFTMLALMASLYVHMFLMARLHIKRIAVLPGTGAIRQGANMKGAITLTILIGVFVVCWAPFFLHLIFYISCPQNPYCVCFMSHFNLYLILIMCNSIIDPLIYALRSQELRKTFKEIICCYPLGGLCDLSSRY
Cardio protect – protects H9c2 cardiomyocytes from peroxide injury. H2O2 injury protection, ATPLite, 2 h. protection from H2O2 cell death, % at 20 µM. actives 0.63% (n = 360,000). AID 588492;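 active = compounds giving at least 50% protection of heart cells from peroxide-induced death in the single-dose screen, raw or plate-pattern-corrected value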;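 also: 0% = DMSO wells with peroxide and 100% = DMSO wells without peroxide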
aDG glyco act – increases alpha dystroglycan glycosylation | activation, % at 10 µM | AID 624168 | Pro5-aDG cells, alpha-DG glycosylation AlphaScreen (IIH6); 0% Pro5, 100% B10-LARGE cell signal | actives 0.22% (n = 360,000);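 active = activation of at least 8% versus controls, or a plate z-score of at least 8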;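 also: Pro5 are CHO cells carrying HIG-tagged alpha-DG that lacks glycosylation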
PDI turbidity – blocks human protein disulfide isomerase activity. P07237. PDI insulin aggregation turbidity, A650, 90 min. inhibition, % at 10 µM. actives 0.052% (n = 350,000);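 active = mean inhibition across replicates of 30% or more, whatever share of single replicates reach that level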;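 also: absorbance from insulin aggregation driven by PDI reduction with DTT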
HTR2A ag – activates the mouse 5-HT2A serotonin receptor; P35363; CHO-K1 mHTR2A beta-arrestin complementation, luminescence; percent of 30 µM serotonin response; activation, % at 7.6 µM; actives 0.66% (n = 360,000); AID 624169;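 active = activation above a run cutoff, the mean activation of all tested compounds plus 3 SD, cut at about 14% in these data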;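 also: 0% = plate median of compound wells and 100% = 30 µM serotonin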
Target sequence (P35363 whole entry, looked up): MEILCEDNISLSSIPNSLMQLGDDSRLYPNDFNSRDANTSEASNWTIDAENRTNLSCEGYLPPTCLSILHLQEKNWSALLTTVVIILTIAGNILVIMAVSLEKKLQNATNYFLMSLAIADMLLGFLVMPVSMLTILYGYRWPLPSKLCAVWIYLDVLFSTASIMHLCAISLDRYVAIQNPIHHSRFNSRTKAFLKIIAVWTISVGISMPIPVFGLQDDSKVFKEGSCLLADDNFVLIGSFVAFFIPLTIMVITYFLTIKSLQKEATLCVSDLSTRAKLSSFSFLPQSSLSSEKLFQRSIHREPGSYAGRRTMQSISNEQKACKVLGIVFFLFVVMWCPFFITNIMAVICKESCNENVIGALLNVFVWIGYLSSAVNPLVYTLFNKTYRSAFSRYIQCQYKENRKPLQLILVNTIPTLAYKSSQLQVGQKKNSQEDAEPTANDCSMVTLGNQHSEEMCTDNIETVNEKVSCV
MC4R antag cAMP – human MC4R antagonism in cAMP assay | P32245 | MC4R-expressing cells, MTII-stimulated cAMP, LANCE TR-FRET | inhibition, % at 6.5 µM | actives 0.48% (n = 360,000);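 active = inhibition above its plate's cutoff, the mean of tested wells on that plate plus 3 SD, cut at about 29% in these data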;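 also: 0% = Melanotan II alone and 100% = Melanotan II plus saturating MCL0020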
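system = U2OS cells with stable human MC4R expression | also added = Melanotan II challenge after compound preincubation | dosing = one concentration, 6.5 µM nominal | incubation = compound 30 min, challenge 1 h, detection 1 h | measured by = TR-FRET with Eu-cAMP and labeled anti-cAMP, 671 nm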
Vif imaging – inhibitors of HIV Vif; HEK293T cells, Vif self-association by quenched fluorescence, imaging, 24 h; actives 0.35% (n = 340,000); inhibition, % at 7.49 µM; in the data active = inhibition above about 50%, passing the limit was not always enough; also: some results filed as inactive read as strong as hits
* marks the source's active call; other numbers are inactive results; / = not tested or not shown; + = active, no number.

SMILES	ABCB6 inh MLPCN	CaV13 ICDI inh	Glyco luc inh	MC4R ag barr	Cardio protect	aDG glyco act	PDI turbidity	HTR2A ag	MC4R antag cAMP	Vif imaging
Cc1cc(NC(=O)CCC(=O)N(CC(=O)NCC2CCCO2)c2ccc(C)c(C)c2)no1 (stereo not drawn)	92	-3	3	0.3	-5	0.0	7	-15	23	-6
CC1CCN(CCC(=O)Nc2ccc(Cl)cc2)CC1	94	7	-1	-2.3	4	-0.2	0	2	0	11
Cc1cccc(N2CCN(S(=O)(=O)c3cc4c(cc3Cl)NC(=O)CO4)CC2)c1C	103	-7	1	2.2	-14	0.0	/	8	14	6
CCC1SC(CC)C(=O)N(CC(=O)NCCc2ccccc2)C1=O (stereo not drawn)	96	2	1	-1.3	11	0.0	5	8	8	-5
COc1ccc([C@H]2C[C@H](O)[C@@H](n3cc(COC(=O)c4ccccc4)nn3)CN2Cc2cccs2)cc1	99	-10	1	3.3	6	2.1	-1	-6	21	-15
O=S(=O)(c1ccc2ccccc2c1)N1CCN(CCO)CC1	96	-18	-1	-1.3	4	-0.3	-4	-1	0	21
O=C(/C(Br)=C/Nc1cc(Cl)ccc1Cl)C(F)(F)F	96	-6	4	-1.4	-17	0.0	1	3	9	10
O=C(CSc1nccc(=O)[nH]1)Nc1ccc2c(c1)OCCO2	96	-5	-1	-1.1	-3	0.0	6	1	4	1
COc1ccccc1-c1nnc2sc(COc3ccc(Cl)cc3Cl)nn12	101	-6	-3	0.8	-11	1.5	-2	-1	6	-29
COc1ccc(Cc2noc(CN(C)CC3CCN(Cc4ccccc4)CC3)n2)cc1OC	92	-5	0	-1.1	-6	0.0	-8	-5	3	4
Cc1cc(C)c(C#N)c(Oc2ccccc2Br)n1	100	-1	-1	-0.6	-6	0.0	10	3	4	/
COc1cccc(-c2cn3nc(C)c(C)nc3n2)c1	171	-6	-8	-0.7	0	0.0	0	6	0	-7
COc1ccc(-c2cc(C(=O)N3CCOCC3)no2)cc1OC	98	-8	0	-0.8	17	0.3	-4	0	3	11
CC(C)Cn1c(N)c(C=O)c(=O)[nH]c1=O	105	2	-1	0.1	20	-0.1	8	1	3	9
CCOc1ccc(C(=O)N(CC(=O)Nc2cccc(C)c2C)CC2CCCO2)cc1OC (stereo not drawn)	94	-6	1	-3.0	4	0.1	-4	0	-1	-2
CCNC(=O)Nc1ccc(OC)cc1OC	93	-7	1	3.4	0	0.2	0	-2	-5	1
Nc1nccc(SCc2ccc(Cl)cc2Cl)n1	119	-5	-1	1.1	-11	0.5	13	-4	-6	-3
O=C(NCCN1CCCCC1)Nc1cccc(C(F)(F)F)c1	95	5	1	0.9	7	0.1	1	-9	4	-6
NC(=O)C1CCN(Cc2cccc(OCc3ccccc3)c2)CC1	98	-19	-1	-2.1	7	0.0	11	-4	-2	-7
O=C(CS(=O)(=O)c1ccccc1)NCc1ccccc1	101	-4	/	1.6	-2	-0.1	-7	0	0	/
c1ccc2c(c1)ncn2CCCCOc1ccc2c(c1)CCC2	95	-4	-2	-1.0	-16	1.9	7	-7	2	-11
O=C(c1ccccc1F)N1CCN(Cc2ccc3c(c2)OCO3)CC1	99	-20	-3	-0.2	1	-0.1	-2	-5	1	-2
COc1ccc(S(=O)(=O)N2CCC(c3nc4ccccc4[nH]3)CC2)cc1	96	-5	0	2.2	-1	0.2	-5	-6	7	-3
O=C(Nc1ccc(S(=O)(=O)NCc2ccco2)cc1)c1ccc(F)cc1	94	-7	-4	2.1	-12	0.6	1	-3	19	-15
COCCCNC(=O)CC1C[C@H](C(=O)N(C(C)C)C(C)C)[C@@]2(C)c3[nH]c4ccccc4c3CCN2C1=O (stereo partly drawn)	100	-6	1	-0.2	16	0.1	5	2	2	-5
COc1ccc(C(=O)NCc2c(C)nn(Cc3ccccc3)c2C)cc1S(=O)(=O)N1CCOCC1	93	-5	15	0.6	1	0.1	-11	8	-2	8
COc1ccc(CCNc2nc(-c3ccncc3)cs2)cc1OC	97	-15	0	0.2	-6	0.2	6	5	-1	-2
CC(C)N1CCC(NC(=O)Nc2ccccc2)CC1	95	2	1	-1.2	5	0.0	-4	-4	24	4
Cc1ccc2nc(N(CCCN(C)C)C(=O)c3ccc(S(=O)(=O)N(C)C)cc3)sc2c1	97	-5	1	0.3	9	0.3	3	4	17	1
CN1C=CC(C(C(N)=O)c2ccccc2)c2ccccc21 (stereo not drawn)	99	-9	2	-0.8	1	-0.3	10	6	7	1
O=C(/C=C/c1ccc(Cl)cc1Cl)c1ccc[nH]1	102	-6	-1	2.4	-13	0.1	2	1	16	-11
O=C(COC(=O)c1c(Cl)cccc1Cl)NC1CCCCC1	92	-3	-3	-2.2	-2	0.5	3	-5	14	1
Cc1nc(-c2ccccc2)[nH]c(=O)c1Oc1ccc(Cl)cc1Cl	105	-21	-2	2.1	-13	0.1	-1	-3	10	2
C=C(C)C(=O)Nc1cccc(C2=NOC3(C2)C[C@@H](C(N)=O)N(C(=O)/C=C/C=C/C)C3)c1 (stereo partly drawn)	97	-4	1	-0.2	0	-0.1	7	-2	11	/
O=C(c1cccs1)N(Cc1ccco1)C1CCS(=O)(=O)C1 (stereo not drawn)	92	-5	1	-2.5	1	-0.2	13	4	2	0
COc1ccccc1CNC(=O)COc1ccc(S(=O)(=O)N2CCOCC2)cc1	101	-6	-1	-5.4	-2	0.0	-4	2	-1	5
COc1ccc(N2CCN(C(=O)c3ccc(C)c(NC(=O)C4=C(C)OCCS4)c3)CC2)cc1	93	-3	-2	-0.6	-1	-0.3	-19	3	-5	-5
CCOCCn1c(CN2CCN(C)CC2)nc2c1c(=O)n(C)c(=O)n2C	100	-4	3	1.8	3	-0.4	/	8	-9	5
CCOC(=O)c1nc(C)n(-c2cc(Cl)cc(Cl)c2)n1	100	-4	3	1.1	-2	0.1	-6	1	-4	17
CCn1c(SCC(=O)C(C)(C)C)nnc1-c1cccnc1	98	-9	2	-1.1	5	-0.3	2	2	2	2
CCCn1c(C)cc(C(=O)COC(=O)c2nccnc2N)c1C	102	-8	-18	-1.6	-18	0.1	4	-1	4	0
O=C(NC1CCCC1)C(c1cccs1)N(C(=O)c1ccno1)c1ccccc1 (stereo not drawn)	105	/	0	-0.5	2	0.4	2	0	20	12
CC(C)C(=O)NC(Nc1cccc2cccnc12)C(Cl)(Cl)Cl (stereo not drawn)	91	-5	1	-0.7	5	0.1	3	-2	1	-7
O=C(CCNC(=O)c1ccc(Cl)cc1)Nc1ccncc1	94	-6	-1	-4.2	0	0.0	-10	2	9	-20
COc1ccc(C(=O)O)cc1S(=O)(=O)NCCN(C)C	99	-7	-1	0.4	-2	0.0	-6	3	-1	1
Cc1cc2c(c(=O)o1)C(C1C=CCCC1)C(C#N)=C(N)O2 (stereo not drawn)	104	-7	1	-1.0	6	0.3	12	3	11	4
O=C(CCCN1C(=O)/C(=C/c2ccccc2Cl)SC1=S)NNC(=O)c1ccccc1	99	-3	-2	3.8	-5	0.5	19	-3	2	15
CC(=O)NNc1nc(-c2ccccc2)c2cc(Cl)ccc2n1	101	-6	2	-0.7	1	0.5	-1	-4	12	17
C/C(=N\NC(=O)CSCc1ccccc1Br)c1cccc([N+](=O)[O-])c1	95	-4	-2	-1.4	-10	3.2	-2	3	-5	-7
CCC(=O)Nc1ccc(S(=O)(=O)Nc2ccc(Cl)nn2)cc1	99	-7	-1	-0.6	9	-0.2	-4	2	5	4
Next section
SMILES	ABCB6 inh MLPCN	CaV13 ICDI inh	Glyco luc inh	MC4R ag barr	Cardio protect	aDG glyco act	PDI turbidity	HTR2A ag	MC4R antag cAMP	Vif imaging
CC1(C)CC(=O)C=C(c2cccc3c2sc2ccccc23)C1	96	-4	1	-1.2	-6	0.1	-1	-7	0	-1
CCCc1nc2c3ccccc3ccn2c1Cc1ccc(C)cc1	104	-5	-10	/	-6	0.1	/	0	/	/
CCOc1ccccc1Oc1coc2cc(OC(=O)c3ccco3)ccc2c1=O	106	-8	2	-1.4	7	-0.1	-5	-3	-4	-1
CC1(C)CC(=O)C([N+](=O)[O-])=C(NCCCO)C1	98	-2	3	0.4	6	0.0	7	-1	13	-5
Cc1ccc(S(=O)(=O)N2CCN(CC(=O)N/N=C\C(Cl)=C\c3ccccc3)CC2)cc1	101	-6	1	-0.8	-4	0.0	2	-4	-5	-5
O=C(CCCOc1ccccc1)NNC(=O)c1ccc(Cl)cc1	93	-5	3	6.7	0	0.2	-4	2	6	-6
N#C/C(=C/c1ccc(Sc2nc3ccccc3[nH]2)o1)c1cccc(Br)c1	88	-7	-6	-2.5	-36	0.7	16	-1	10	-22
Clc1ccccc1C1=CC(c2ccco2)n2ncnc2N1 (stereo not drawn)	99	+	0	-3.4	1	0.1	-2	-4	3	7
CCOC(=O)c1[nH]c2ccc(OC)cc2c1NC(=O)c1ccc2c(c1)OCO2	107	-4	3	-0.6	15	-0.5	-7	-2	-1	-6
N#Cc1ccccc1Sc1ccccc1C(=O)OCC(=O)NC1CCCCC1	96	-14	0	2.0	0	-0.1	-7	1	2	3
Cc1c(CNCc2cccs2)c(C(=O)O)c(C)n1Cc1ccccc1	88	-5	-2	1.2	7	0.1	-2	-2	12	7
COc1ccccc1N(C)S(=O)(=O)c1ccc(C(=O)NCC(C)C)cc1	113	-6	1	1.2	1	0.0	0	5	16	-1
O=C(Nc1ccccc1)C(=O)c1c[nH]c2ccccc12	94	-5	-9	-1.1	-11	0.1	-2	-2	0	-4
O=C(CCNC(=O)c1ccc(Br)cc1)NNC(=O)C1COc2ccccc2O1 (stereo not drawn)	100	-7	3	-1.7	0	0.3	0	7	-1	11
Cc1ccc(NC(=O)CSc2nnc(-c3n[nH]c4ccccc34)n2-c2ccccc2)c(C)c1	76	-5	3	-1.4	-6	0.5	-3	-6	7	-32
COc1ccc([N+](=O)[O-])cc1CSc1ccccn1	98	-19	-1	1.1	9	0.0	-2	1	-1	1
Nc1ccccc1Nc1c(F)c(F)nc(F)c1Cl	136	-19	-3	-0.5	-4	0.9	5	-4	3	0
N#C/C(=C\c1cccs1)C(=O)N1CCOCC1	102	-5	3	-2.3	2	0.0	7	-2	-5	3
CCOC(=O)C1=C(CC)OC(N)=C(C#N)C1c1ccc(OC)c(C)c1OC (stereo not drawn)	98	-5	2	-0.8	3	0.3	-2	0	1	0
CCCN(C(=O)CSc1nc(C2CC2)n(-c2ccccc2)n1)C1CCS(=O)(=O)C1 (stereo not drawn)	98	-2	-1	-0.7	6	0.1	20	-2	-1	3

Already shown: an excerpt of the list.
SMILES	ABCB6 inh MLPCN	CaV13 ICDI inh	Glyco luc inh	MC4R ag barr	Cardio protect	aDG glyco act	PDI turbidity	HTR2A ag	MC4R antag cAMP	Vif imaging
O=C(Nc1ccccc1)C(=O)c1c[nH]c2ccccc12	94	-5	-9	-1.1	-11	0.1	-2	-2	0	-4
O=C(CCNC(=O)c1ccc(Br)cc1)NNC(=O)C1COc2ccccc2O1 (stereo not drawn)	100	-7	3	-1.7	0	0.3	0	7	-1	11
Cc1ccc(NC(=O)CSc2nnc(-c3n[nH]c4ccccc34)n2-c2ccccc2)c(C)c1	76	-5	3	-1.4	-6	0.5	-3	-6	7	-32

Assay outcomes as filed in PubChem BioAssay.
